TRPML3 ag = human mucolipin-3 channel agonism | activation, % at 3 µM | AID 1448 | Q8TDD5 | actives 0.29% (n = 220,000) | HEK293 TRPML3-YFP, Fluo-8 calcium fluorescence; 100% = the carbachol control signal;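 active = activation above its plate's cutoff, the mean activation of the plate's test wells plus 3 SD, cut at about 12% in these data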;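 note: 0% = DMSO only wells and 100% = carbachol wells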
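Test system: HEK293 cells stably carrying human TRPML3-YFP; Doses: single dose, 3 µM final nominal compound, 0.3% DMSO final; Schedule: dye loading 1 h 37 °C then 30 min ambient, 125 s read; Technique: Fluo-8 calcium fluorescence; Benchmarks: high control carbachol 87 µM, low control DMSO.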
KCC2 mod = KCC2 (human) Cl- transport modulation; actives 2.2% (n = 190,000); B-score of Tl+ flux slope (higher = more flux/activation; lower = inhibition) at 10 µM; KCC2 cells, thallium flux FluoZin-2 fluorescence;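 active = thallium flux slope and its plate-corrected score both differing from the plate sample mean at a set confidence after two filtering rounds, in either direction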;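 note: slope of fluorescence scaled to starting intensity during 10 to 20 s after thallium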
Target sequence (Q9H2X9 whole entry, looked up): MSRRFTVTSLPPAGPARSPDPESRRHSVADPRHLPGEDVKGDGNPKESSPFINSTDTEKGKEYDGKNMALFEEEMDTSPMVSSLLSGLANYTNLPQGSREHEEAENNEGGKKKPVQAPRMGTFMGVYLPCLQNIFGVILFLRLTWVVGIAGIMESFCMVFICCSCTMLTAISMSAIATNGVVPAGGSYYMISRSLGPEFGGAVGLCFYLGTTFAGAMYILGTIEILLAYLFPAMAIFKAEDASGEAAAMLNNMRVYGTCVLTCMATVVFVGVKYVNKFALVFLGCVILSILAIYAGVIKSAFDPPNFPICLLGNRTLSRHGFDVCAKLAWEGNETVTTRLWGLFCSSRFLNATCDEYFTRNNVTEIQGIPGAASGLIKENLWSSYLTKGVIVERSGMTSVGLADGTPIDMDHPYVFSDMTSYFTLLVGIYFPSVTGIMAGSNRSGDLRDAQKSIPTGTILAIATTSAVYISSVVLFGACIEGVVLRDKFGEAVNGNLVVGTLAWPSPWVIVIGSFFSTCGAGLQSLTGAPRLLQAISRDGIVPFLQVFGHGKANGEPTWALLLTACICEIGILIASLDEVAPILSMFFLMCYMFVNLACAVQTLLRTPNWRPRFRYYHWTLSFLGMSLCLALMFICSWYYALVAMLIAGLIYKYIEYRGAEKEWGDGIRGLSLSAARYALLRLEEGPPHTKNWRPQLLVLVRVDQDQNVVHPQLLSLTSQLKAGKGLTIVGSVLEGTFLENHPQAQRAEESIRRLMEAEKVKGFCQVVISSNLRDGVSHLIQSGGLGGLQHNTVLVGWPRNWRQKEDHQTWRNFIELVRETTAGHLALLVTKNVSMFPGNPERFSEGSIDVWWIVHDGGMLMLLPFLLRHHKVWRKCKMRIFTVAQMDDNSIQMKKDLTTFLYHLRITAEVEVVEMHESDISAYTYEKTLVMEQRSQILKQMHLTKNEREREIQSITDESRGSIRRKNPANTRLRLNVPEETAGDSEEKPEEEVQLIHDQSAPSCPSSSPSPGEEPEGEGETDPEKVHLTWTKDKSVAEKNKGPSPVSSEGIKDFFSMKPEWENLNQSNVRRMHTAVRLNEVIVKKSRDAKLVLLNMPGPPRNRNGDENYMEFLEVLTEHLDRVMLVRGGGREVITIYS
TbHK1 inh = T. brucei hexokinase 1 inhibition; recombinant TbHK1, G6PDH-coupled NADH A340; inhibition, % at 10 µM; actives 0.11% (n = 220,000); AID 1430;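 active = inhibition of 50% or more in the single-dose primary screen; inactive = inhibition below 50%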
TRPN1 ag = activates the zebrafish TRPN1 channel; actives 0.18% (n = 220,000); HEK293 zebrafish TRPN1-YFP, Fluo-8 calcium fluorescence; 100% = response to 87 µM carbachol; activation, % at 3 µM; AID 1424;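 active = activation above its plate's cutoff, the mean activation of test wells on that plate plus 3 SD, cut at about 19% in these data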;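 note: 0% = DMSO alone and 100% = 87 µM carbachol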
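Material: zebrafish TRPN1-YFP in HEK293 cells; Doses: single test compound dose, 3 µM nominal, 0.3% DMSO; Timing: dye loading 1 h at 37 °C, then 30 min room temperature; Technique: intracellular calcium fluorescence with Fluo-8; Benchmarks: high carbachol 87 µM, low DMSO alone.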
Furin inhibitor = inhibitors of human furin; purified furin, fluorogenic substrate cleavage; AID 463115; actives 0.061% (n = 220,000); P09958; inhibition, % at 30 µM; in the data active = inhibition above about 25%; note: inactives centre near -15
PPC-1+TRAIL kill = compounds killing PPC-1 cancer cells with TRAIL present (potentiator screen, no TRAIL-free arm) | PPC-1 cells + TRAIL, ATPLite viability luminescence | cell killing (% activity), % at 4 µM | actives 0.41% (n = 220,000);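 active = cell killing above 50% in the first pass at 4 µM, then a duplicate retest at 5 µM averaging 50% or more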;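 note: plate controls were cells with TRAIL plus DMSO for no effect and medium-only wells lacking cells for full effect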
thrombin 1536 = blocks human thrombin protease activity; actives 0.26% (n = 220,000); P00734; inhibition, % at 5 µM; alpha-thrombin, Boc-VPR-AMC fluorogenic substrate cleavage;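 active = inhibition at or above 40%; inactive = inhibition below 40%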;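 note: 0% = enzyme with no compound and 100% = wells without enzyme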
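Material: human alpha-thrombin protein. Incubation: reaction at ambient temperature. Technique: fluorescence of released AMC, ex 355 nm, em 460 nm. Control set: no-compound enzyme wells and no-enzyme blanks. Also added: Boc-VPR-AMC substrate, 15 µM final. Buffer or medium: pH 7.5 Tris (50 mM) with NaCl 150 mM, Tween 20 0.05%.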
EBV gp42 inh = inhibitors of Epstein-Barr virus glycoprotein 42; Fluorescence polarization binding assay, mP read-out; inhibition, % (tested at 21.74 µM); actives 0.42% (n = 220,000); AID 1085; in the data active = inhibition above about 50%
m-calpain inh = calpain II (pig) inhibition | AID 1236 | actives 0.37% (n = 220,000) | purified calpain II, fluorogenic peptide substrate, 30 min | inhibition, % at 16 µM;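 active = inhibition above about 50%, limit read from the data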
The depositor's hits bear a star; i = inactive; x = no result given; [ ] = dose if it differs, or a comment.

Every second line gives: TRPN1 ag	TRPML3 ag	thrombin 1536	EBV gp42 inh	m-calpain inh	TbHK1 inh	KCC2 mod	PPC-1+TRAIL kill	Furin inhibitor
- Cc1c(C)n(O)c2ccc3nonc3c12
  0.6	1.3	3	-7	0	-17	0.018	-23	-9
- Oc1ccc(N2CCN(C(c3ccccn3)c3nnnn3C3CCCC3)CC2)cc1 (stereo not drawn)
  0.5	0.1	-4	0	18	1	0.3	26	-13[20 µM]
- CCC(C)(C)n1nnnc1C(c1ccccc1OC)N1CCSCC1 (stereo not drawn)
  -0.6	1.7	-8	-17	-8	5	-0.89	-6	-9[20 µM]
- O=c1c(-c2nc3ccccc3o2)c2oc3ccccc3n2c2ccccc12
  2.4	0.4	-2	-16	-450	-29	-1.4	1	-18[20 µM]
- CCOc1ccccc1NC(=O)CCn1cccc1
  -0.7	0.2	-7	-13	0	-2	1	13	-28
- Cc1ccc(NC(=O)c2cccc3c2C(=O)N(C2CCCCC2)C3)cc1
  0.7	-0.2	1	-12	-27	-7	x	18	-25[20 µM]
- CC(=O)c1c(C)[nH]c(C(=O)CN2C(=O)NC(CCc3ccccc3)C2=O)c1C (stereo not drawn)
  2.4	2.5	-9	-9	-13	-9	-0.041	17	-28
- Brc1ccc(C2=Nc3ccccc3C(c3ccncc3)=NN2)cc1
  -0.2	-0.2	-6	-2	-22	-12	0.74	-9	-16
- COc1ccc(NC(=O)NNC(=O)CCC(=O)Nc2ccccc2Cl)cc1
  -1.4	0.8	-6	-2	4	-4	-0.56	13	-23
- Cc1ccccc1/C=N/N1CCN(c2ccccc2)CC1
  -0.5	0.8	1	1	6	5	-2	1	-16
- Cc1nc2ccccc2n1C(=O)N(C)C
  0.8	0.9	-12	-1	8	8	-0.05	1	-14
- CC1Cc2ccccc2N1C(=O)COC(=O)C1(c2ccccc2F)CCCC1 (stereo not drawn)
  -0.3	0.4	23	7	48	3	-2.6	24	-8
- CC(C)Nc1cc(C(C)(C)C)nc2c(-c3ccccc3)cnn12
  0.6	1.5	-8	-2	-127	-11	1.3	5	-23
- O=C(NC1CCCCC1)N1CCC(c2nc3ccccc3[nH]2)CC1
  0.4	0.2	-2	-4	-2	4	0.5	15	-10
- Nc1nc(CCl)nc(Nc2cccc3ccccc23)n1
  0.7	-0.5	9	3	7	-5	-1.8	27	2
- Cc1ccc(S(=O)(=O)N(C(=O)c2ccncc2)c2ccc(OC(=O)c3ccncc3)c3ccccc23)cc1
  -0.4	0.0	0	21	10	-2	-0.037	-11	-23
- COc1ccc2cc(C3NC(=O)c4ccccc4N3)c(Cl)nc2c1 (stereo not drawn)
  4.8	1.8	28	7	21	-1	-0.16	8	4
- N#Cc1c(N)nc2c(c1-c1ccc3c(c1)OCO3)CCc1ccccc1-2
  -0.3	0.4	-5	-1	-61	4	-2	12	-39
- COc1ccc(-c2nc(-c3ccc(Br)o3)no2)cc1
  0.5	1.2	-1	-7	18	-10	0.17	29	-30
- Cc1ccc(C)c(NC(=S)N2CCC(c3nc4ccccc4s3)CC2)c1
  0.5	0.0	0	-7	1	3	x	-7	-22
- C=CCOc1ccc(/C(O)=C2\C(=O)C(=O)N(CCCOC)C2c2ccncc2)cc1 (stereo not drawn)
  0.5	0.2	41*	-8	12	-35	0.86	2	0
- Nc1cccc(S(=O)(=O)Nc2ccccc2)c1
  1.3	0.2	-8	-2	-9	-3	x	-9	-10
- c1ccc(CC2CCN(c3nc4ccccc4n4nnnc34)CC2)cc1
  0.4	0.5	3	-22	-39	-3	-0.94	4	-12[20 µM]
- CCOc1cccc2cc(-c3nnc(NCc4ccco4)s3)c(=O)oc12
  0.6	-0.8	10	-2	-381	-9	x	14	-21
- COc1ccc(CCCC(=O)N/N=C\c2cccs2)cc1
  -1.3	0.5	0	-5	-19	-17	-0.0037	-4	-23
- C=CCn1c(SCC(=O)NNC(=S)Nc2ccccc2)nnc1-c1ccccc1
  -1.3	-0.5	1	-22	16	4	-0.28	11	-17
- Cc1ccc2nsnc2c1NC(=O)Cc1ccc(Cl)cc1
  2.0	0.7	-3	-37	-118	-1	-0.66	2	-31
- Cc1ccc(NS(=O)(=O)c2ccc(OCC(=O)NCc3ccco3)cc2)cc1
  3.7	2.0	-2	-18	4	7	0.24	1	-26[20 µM]
- CCCC(C)NC(=O)c1sc2nc3n(c(=O)c2c1C)CCC3 (stereo not drawn)
  0.8	0.1	-13	4	-9	-1	0.068	39	-11
- O=c1c2cc(Br)cc(Br)c2oc2nc3n(c(=O)c12)CCCS3
  0.5	0.9	-8	-8	-166	-2	-1.3	7	-4[20 µM]

11 entries from above in a different format.
Compound | TRPN1 ag | TRPML3 ag | thrombin 1536 | EBV gp42 inh | m-calpain inh | TbHK1 inh | KCC2 mod | PPC-1+TRAIL kill | Furin inhibitor
Cc1ccc(C)c(NC(=S)N2CCC(c3nc4ccccc4s3)CC2)c1 | 0.5 | 0.0 | 0 | -7 | 1 | 3 | x | -7 | -22
C=CCOc1ccc(/C(O)=C2\C(=O)C(=O)N(CCCOC)C2c2ccncc2)cc1 (stereo not drawn) | 0.5 | 0.2 | 41* | -8 | 12 | -35 | 0.86 | 2 | 0
Nc1cccc(S(=O)(=O)Nc2ccccc2)c1 | 1.3 | 0.2 | -8 | -2 | -9 | -3 | x | -9 | -10
c1ccc(CC2CCN(c3nc4ccccc4n4nnnc34)CC2)cc1 | 0.4 | 0.5 | 3 | -22 | -39 | -3 | -0.94 | 4 | -12[20 µM]
CCOc1cccc2cc(-c3nnc(NCc4ccco4)s3)c(=O)oc12 | 0.6 | -0.8 | 10 | -2 | -381 | -9 | x | 14 | -21
COc1ccc(CCCC(=O)N/N=C\c2cccs2)cc1 | -1.3 | 0.5 | 0 | -5 | -19 | -17 | -0.0037 | -4 | -23
C=CCn1c(SCC(=O)NNC(=S)Nc2ccccc2)nnc1-c1ccccc1 | -1.3 | -0.5 | 1 | -22 | 16 | 4 | -0.28 | 11 | -17
Cc1ccc2nsnc2c1NC(=O)Cc1ccc(Cl)cc1 | 2.0 | 0.7 | -3 | -37 | -118 | -1 | -0.66 | 2 | -31
Cc1ccc(NS(=O)(=O)c2ccc(OCC(=O)NCc3ccco3)cc2)cc1 | 3.7 | 2.0 | -2 | -18 | 4 | 7 | 0.24 | 1 | -26[20 µM]
CCCC(C)NC(=O)c1sc2nc3n(c(=O)c2c1C)CCC3 (stereo not drawn) | 0.8 | 0.1 | -13 | 4 | -9 | -1 | 0.068 | 39 | -11
O=c1c2cc(Br)cc(Br)c2oc2nc3n(c(=O)c12)CCCS3 | 0.5 | 0.9 | -8 | -8 | -166 | -2 | -1.3 | 7 | -4[20 µM]

Next entries.
Every second line gives: TRPN1 ag	TRPML3 ag	thrombin 1536	EBV gp42 inh	m-calpain inh	TbHK1 inh	KCC2 mod	PPC-1+TRAIL kill	Furin inhibitor
- Cc1ccc2c(Cl)c(C)c(N3CCCC3)nc2n1
  -0.4	0.2	-3	8	35	-18	0.56	24	-12
- COc1cc(C2NC(C(=O)O)Cc3c2[nH]c2ccccc32)cc(OC)c1OC (stereo not drawn)
  -0.8	0.0	3	-10	-9	-9	x	19	-26[20 µM]
- Cc1ccc(OC(C)C)c(CN(CCO)CCO)c1
  -0.3	-0.4	0	-9	-10	-1	x	-16	-13[20 µM]
- CCN(CCO)C(=O)CC(c1ccccc1)c1cc(Br)ccc1O (stereo not drawn)
  -1.3	0.2	4	-19	-16	-1	-0.33	13	-18[20 µM]
- Cc1ccc2c(c1)C=CC(C)N2C(=O)c1ccccc1 (stereo not drawn)
  -3.4	-1.6	-18	-23	-5	-9	-0.45	-4	-27[20 µM]
- CN(C)n1cnc2ccsc2c1=O
  -0.2	0.6	-3	8	-32	3	-0.64	3	-15
- Cc1ccc(C)c(N(CC(=O)Nc2ccccc2C(=O)NCc2ccco2)S(=O)(=O)c2ccccc2)c1
  1.4	0.7	-11	-1	-26	0	-0.36	23	-17
- CCNC(=O)n1nccc1C(C)Oc1cccc(C(F)(F)F)c1 (stereo not drawn)
  -2.2	-1.8	5	-18	1	3	-2.1	14	-1[20 µM]
- N/C(=N/S(=O)(=O)c1ccccc1)c1cccc([N+](=O)[O-])c1
  1.5	1.4	-4	-12	4	-1	0.79	16	-23
- CCn1cnc2cc(NCc3nc4ccccc4n3C)ccc21
  -0.2	0.3	-3	2	-18	2	x	5	-31
- NC[C@@H]1O[C@H](C23CC4CC(CC(C4)C2)C3)Cc2c1ccc(O)c2O
  x	x	3	-2	15	-5	-0.63	4	-3
- O=C(CCN1CCN(c2ccc(F)cc2)CC1)Nc1ccc(F)cc1
  -0.2	0.1	-5	-7	14	3	-0.53	5	-24[20 µM]
- O=C(Cn1nc(Cc2cccnc2)c2ccccc2c1=O)Nc1ccc2c(c1)OCO2
  0.2	0.1	-1	-3	16	3	0.73	4	-6
- CCOC(=O)C1C(=O)NC(N2CCCCC2)=NC1c1ccco1 (stereo not drawn)
  1.0	0.6	-2	-16	-17	-1	x	32	-8[20 µM]
- CCN/N=C(\Cc1nc2ccccc2[nH]1)c1ccccc1
  0.7	0.3	-9	5	-59	-8	2.3	20	-12
- N#Cc1c(C(F)(F)F)cc(-c2ccc(F)cc2)[nH]c1=O
  -0.8	0.4	-6	5	i	-2	-1.7	9	-26
- O=C(Nc1nnc(SCC(=O)N2CCCc3ccccc32)s1)c1ccc2ccccc2c1
  -1.0	0.3	-2	-16	-114	-5	-0.26	64*	-15
